Peg3 promoter – reduces Peg3 promoter-driven luciferase expression in HeLa | inhibition, % at 20 µM | HeLa PEG-Prom luciferase reporter, luminescence, overnight | 1.7% of 360,000 active | AID 588405;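 active = inhibition of at least 50% at 20 µM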
iPSC survival up – increases survival of single human iPS cells; hiPSC single-cell survival, ATPlite luminescence; 100% = ROCK inhibitor wells, 0% = DMSO; survival enhancement, % at 20 µM; 0.044% of 360,000 active; AID 602274; in the data active = survival enhancement above about 18%;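 note: cells exposed to compounds for 16 hours before the ATP read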
Shn3 3UTR inh – inhibitors of Schnurri-3 3'UTR reporter in osteoblasts; Clone20 osteoblast Shn3 3'UTR firefly luciferase, 24 h; inhibition, % at 12.5 µM; 0.52% of 360,000 active; AID 588674;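 active = mean inhibition of at least 75% with every replicate also reaching 75%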;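 note: 0% = median of neutral control wells and 100% = pilot-screen positive control compound; some compounds past the cut are filed as inactive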
NR2E3 ag-1 – human photoreceptor-specific nuclear receptor agonism; CHO-S Gal4-NCOR/VP16-NR2E3 two-hybrid, luciferase; Q9Y5X4; 0.35% of 360,000 active; AID 602229; inhibition of corepressor binding, % at 3.98 µM;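 active = inhibition above the mean of all tested compounds plus 3 SD, cut at about 70% in these data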;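 note: 0% = DMSO with NR2E3 transfected cells and 100% = cells lacking NR2E3 construct; higher means lower luciferase signal from less NR2E3 corepressor binding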
Target sequence (Q9Y5X4 whole entry, looked up, the tested form may be a part): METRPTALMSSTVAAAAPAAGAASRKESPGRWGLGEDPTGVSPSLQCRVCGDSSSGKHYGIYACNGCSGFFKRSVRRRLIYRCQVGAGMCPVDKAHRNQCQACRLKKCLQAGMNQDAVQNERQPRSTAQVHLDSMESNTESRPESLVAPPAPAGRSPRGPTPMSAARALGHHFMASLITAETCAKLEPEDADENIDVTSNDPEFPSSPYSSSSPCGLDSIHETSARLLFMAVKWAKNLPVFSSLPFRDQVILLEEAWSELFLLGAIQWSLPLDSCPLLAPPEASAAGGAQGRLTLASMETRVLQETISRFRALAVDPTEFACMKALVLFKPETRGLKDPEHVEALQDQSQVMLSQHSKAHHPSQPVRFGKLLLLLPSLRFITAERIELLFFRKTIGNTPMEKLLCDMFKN
TRAIL sens C8 – caspase-8 TRAIL sensitization; NB7+C8 cells + TRAIL, ATPlite viability luminescence; inhibition (viability loss, TRAIL sensitization), % at 10 µM; 1% of 360,000 active; AID 624354;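 active = compounds causing at least 50% loss of cell viability in the single-dose screen, relative to plate controls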
EBV LMP1 NFkB – inhibitors of Epstein-Barr LMP1-induced NF-kappaB reporter | LMP1-induced NF-kappaB luciferase reporter cells, luminescence | inhibition, % at 12.5 µM | 0.69% of 350,000 active; in the data active = inhibition above about 41%;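 note: 0% = neutral control wells and 100% = reference inhibitor control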
CF NFkB inh – cystic fibrosis NF-kB activation inhibition; inhibition, % at 5 µM; AID 588850; 0.86% of 360,000 active; KKLEB NF-kB-GFP reporter, PAF-induced, GFP fluorescence overnight;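 active = at least 50% inhibition at 5 µM, scaled per plate between neutral and stimulator controls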;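 note: PAF is a Pseudomonas aeruginosa culture filtrate used as stimulus; plate controls were PAF-stimulated DMSO wells for no effect and unstimulated DMSO wells for full effect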
NR2E3 ag-2 – agonists of human nuclear receptor NR2E3; GST-NR2E3/biotin-RetCOR TR-FRET, 1536-well; 0.12% of 320,000 active; Q9Y5X4; inhibition of corepressor binding, % at 4.78 µM; AID 2300;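 active = percent inhibition above the cutoff of mean plus 3 SD of all tested compounds, set per screening campaign, cut at about 20% in these data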;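 note: 0% = DMSO wells and 100% = biotin wells as full block of FRET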
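Material: NR2E3–RetCOR corepressor complex | Quantity: 1.35 nM GST-tagged NR2E3 final | Schedule: 5 h at 4 °C | Replication: Singlicate compound wells | Reagent: RetCOR corepressor, biotinylated, 7 nM | Controls: Biotin wells as high control, 0.6% DMSO wells as low control | Signal: TR-FRET, Eu(K)-anti-GST donor, streptavidin-D2 acceptor, ex 340, em 617/671 nm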
TRPM1 prom inh – inhibitors of MITF-driven TRPM1 promoter in melanoma cells | SK-MEL-5 TRPM1 promoter luciferase, 24 h | inhibition, % at 12.5 µM | 0.83% of 330,000 active | AID 488899;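 active = mean inhibition across replicates of 60% or more, whatever share of single replicates reaches that level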; note: values of inactives mirror those of a sister screen read the other way
HIF-2a inh – blocks HIF-2a reporter activity; 786-0 RCC cells HIF-2a reporter, luciferase luminescence, overnight; inhibition, % at 18.8 µM; 0.72% of 360,000 active;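 active = inhibition of the luminescence signal of 40% or more relative to plate controls, in a single-dose primary screen at 18.75 µM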
KKLEB cytotox – reduces viability of KKLEB cystic fibrosis airway cells. KKLEB CF airway cells viability, ATPlite luminescence, overnight; stronger effect = lower value; cells stimulated with P. aeruginosa culture filtrate. activity change (cytotoxicity), % at 5 µM. 0.36% of 360,000 active. AID 602141;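 active = corrected activity change at or below -50% at 5 µM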
An asterisk follows results filed as active; . = no result given. The list is partial. The share of hits here may be higher or lower than overall.

Values run as follows: KKLEB cytotox, NR2E3 ag-2, HIF-2a inh, TRPM1 prom inh, EBV LMP1 NFkB, TRAIL sens C8, Peg3 promoter, NR2E3 ag-1, Shn3 3UTR inh, CF NFkB inh, iPSC survival up
Cc1ccc(NC(=O)CCn2c(=O)[nH]c3ccsc3c2=O)cc1
 : 1, -2, -32, -9, -1, 5, -42, 5, 7, -7, 0.2
COc1cc2ccccc2cc1C(=O)Nc1ccccc1Cl
 : -18, 0, -285, -43, -39, 5, -237, -162, -26, 2, -0.2
CCOC(=O)c1cccc(N2C(=O)c3ccccc3S2(=O)=O)c1
 : -12, 0, 20, 0, -2, -5, 26, 5, -5, 2, 4.3
CCOC(=O)Nc1cc2c(cc1C(C)=O)OCO2
 : -7, 1, -22, 6, 8, 3, -5, -14, -21, 6, 3.0
Cn1c(N)c(C(=O)CSc2n[nH]c(-c3ccccc3)n2)c(=O)n(C)c1=O
 : 7, 1, -25, 2, 4, -1, -8, 15, -21, -31, -0.5
O=C(NCc1ccc(Cl)cc1)N1CCN(S(=O)(=O)c2ccccc2)CC1
 : 2, 3, 3, -6, -10, 1, 6, 15, 5, 12, 0.0
COc1ccc(C(=O)NCCS(=O)(=O)NCc2ccc3c(c2)OCO3)cc1
 : 4, 1, 24, -1, 0, 6, 10, -25, 9, 10, -0.4
CCN(CC)S(=O)(=O)c1cc(C(=O)OCC(=O)c2ccc3c(c2)NC(=O)CO3)ccc1F
 : -15, 2, 22, 12, -2, 10, 9, -11, 12, 15, -1.4
CCCCCN(C(=O)CCC(=O)OC(C)C(=O)Nc1ccccc1C)c1c(N)n(CCCC)c(=O)[nH]c1=O (centres undefined)
 : -21, ., 6, ., -1, 10, 20, 14, 3, 17, -0.7
O=C(NNC(=O)c1ccc(SCC2CCCO2)c([N+](=O)[O-])c1)c1ccc(Cl)c([N+](=O)[O-])c1 (centres undefined)
 : -11, -1, -2, -7, -3, 12, 9, -14, 8, -16, -3.9
N#Cc1ccccc1OCCN1C(=O)c2ccccc2C1=O
 : -4, -2, -146, -61, -9, -7, -80, -72, -45, 6, -0.5
O=C(COC(=O)c1ccc(Cl)c([N+](=O)[O-])c1)Nc1ccccc1OC(F)F
 : 3, 2, 2, 15, -3, 25, 15, -12, 12, 1, -1.5
CCc1ccc(CNC(=O)C2CCCN(c3nc4ccccc4o3)C2)cc1 (centres undefined)
 : -2, -2, 13, 16, 1, 17, 24, 12, -14, 1, 6.4
O=C(Nc1ccc2nc3ccccc3nc2c1)c1ccccc1
 : -7, -7, -266, -33, -15, 57*, -163, -183, -96, -15, -2.0
CCn1c(Oc2ccccc2F)nc2c1c(=O)n(C)c(=O)n2C
 : -4, 5, 21, -18, 14, 6, -2, -49, -6, 56*, 0.3
CC(=O)c1ccc(N2CCN(c3ccc(S(=O)(=O)NCCN(C)C)cc3[N+](=O)[O-])CC2)cc1
 : -5, -1, 4, -17, -3, 3, 10, 7, 22, 11, -0.5
CN(C)S(=O)(=O)c1ccc(C(=O)NCc2ccccn2)cc1
 : 6, -4, 10, 0, -8, -10, 1, -14, 14, -7, -1.2
Cc1ccc(/C=N/NC(=O)c2nnn(-c3nonc3N)c2-c2ccccc2)o1
 : -4, 1, -4, -3, -7, -17, 1, -24, -18, 2, -0.3
CC(C)(C)OC(=O)N1CCC[C@H]1C(=O)O
 : 4, -2, 3, -9, -6, -3, -4, 10, -7, 6, -1.2
O=C(O)Cc1coc2cc3c(cc12)CCC3
 : 2, 1, 14, 14, -5, -14, 10, -7, 3, 5, -0.5
COc1cccc(OC)c1C(=O)N1CCN(Cc2ccccc2F)CC1
 : 1, ., 12, ., 3, -3, 0, -19, -3, 0, 3.2
Cc1ccc(OCCOC(=O)c2cc(S(=O)(=O)N3CCCCC3)ccc2N2CCOCC2)cc1
 : -10, 3, 6, ., 6, 22, 17, 49, 78, 8, 0.6
O=Nc1c(O)n(Cc2ccc(Cl)cc2Cl)c2ccccc12
 : 14, -1, 27, 12, 1, -18, 39, -44, -14, 37, -4.8
CCn1c(SCC(=O)Nc2nc(C)c(C)s2)nnc1-c1ccco1
 : -4, 4, 4, 0, -2, -9, -1, 14, -25, 3, -4.8
CC(=O)C1=C(O)C(=O)N(c2ccc(O)cc2)C1c1ccc([N+](=O)[O-])cc1 (centres undefined)
 : 1, 2, 0, -8, -6, 2, 1, -7, -4, -6, -2.8
CCOC(=O)c1ccccc1NS(=O)(=O)c1ccccc1F
 : 3, 0, 5, 6, -8, 14, 15, 3, 1, 6, 0.4
C=CCSc1nc(NC)c2sccc2n1
 : 0, 0, -12, 2, 17, 7, 11, 9, 19, -3, -1.6
O=C(CCl)Nc1ncc(S(=O)(=O)c2ccc([N+](=O)[O-])cc2)s1
 : 10, ., -6, 9, -2, 51*, 18, -38, -6, -7, 3.8
COc1ccccc1OCC(=O)OCC(=O)NC1CCCCC1
 : 19, ., 12, 2, 2, 9, 7, -11, 12, -6, -2.7
Cc1cccc(C)c1-n1nnnc1C(c1ccccc1)N1CCN(C/C=C/c2ccccc2)CC1 (centres undefined)
 : -21, ., -25, ., ., 3, 8, -2, 15, -6, 2.2
COc1ccc(N(C(=O)c2ccncc2)S(=O)(=O)c2cccs2)cc1
 : 2, 3, 15, 11, 1, -10, 9, -4, 1, 9, -0.5
COc1cc(C(=O)Oc2cc(N)n(S(=O)(=O)c3ccccc3)n2)cc(OC)c1OC
 : 0, 2, 7, 9, 1, -12, 6, -12, 4, -5, -0.4
CCOc1ccc2ccccc2c1/C=N/NC(=O)CNC(=O)C(c1ccccc1)c1ccccc1
 : -3, -3, -4, -3, -4, -1, 14, -10, 12, -1, -2.4
O=C(NOCc1ccccc1)c1ccc(Cl)cc1
 : -21, 0, -16, -14, 32, 51*, -60, -104, -51, -3, -1.7
OC(CN1C2=NCCN2c2ccccc21)c1ccccc1 (centres undefined)
 : -7, -3, 8, -1, 0, 6, 2, 9, -14, 8, 0.8
O=C(Nc1ccc(N2CCCCC2)cc1)c1ccc(F)cc1F
 : 16, 3, -194, -21, 4, 36, -179, -139, -56, -13, -0.7
CC(=O)c1ccc(NC(=O)C2CCN(S(=O)(=O)c3ccc4c(c3)N(C(C)=O)CCO4)CC2)cc1
 : -5, 0, 3, 6, -8, 0, -8, 9, 4, 4, -0.6
C(#CC1CCCC1)c1ccc2c(c1)COc1c3ccccc3nn1-2
 : -9, 4, -303, -118, -40, 18, -425, -100, -146, -10, 0.4
CCc1ccc(NC(=S)N2CCCC(C(F)(F)F)C2)cc1 (centres undefined)
 : 9, -4, -44, -9, -3, -8, -47, 6, 4, -5, 0.4
O=C(C[C@H]1C(=O)N(CCc2ccccc2)C[C@@H]1Cc1ccccc1)Nc1ccccc1
 : -4, -2, 23, 4, -12, -3, 13, 25, 12, 23, 0.7
CC(NCC(=O)Nc1cc(S(=O)(=O)N2CCOCC2)ccc1Cl)c1ccc(Cl)cc1Cl (centres undefined)
 : -6, 3, 9, 2, -2, 5, 34, 16, 4, 12, -0.3
CCCOP(=O)(OCCC)c1nc(-c2ccccc2)oc1NCc1ccccc1
 : 0, -2, 30, 4, -7, -13, 44, 19, 20, -8, 0.0
O=C(c1cc(COc2ccc(F)cc2Cl)on1)N1CCCC(c2ccccc2)C1 (centres undefined)
 : 4, 0, -25, -7, -4, -5, -10, -11, 17, -13, -1.3
CN1c2ccccc2C(O)=C(C(=S)Nc2ccc(F)c(Cl)c2)S1(=O)=O
 : -19, -3, -24, -4, 4, -5, -3, 49, 13, 10, -3.6
O=S(=O)(Nc1cc(Cl)ccn1)c1ccc(Cl)cc1
 : 2, 3, 10, 10, 4, -5, 22, 10, 9, -11, -1.6
CSC(=NC#N)N1CCN(c2ccc([N+](=O)[O-])cc2)CC1
 : 6, 2, 2, 14, 0, 11, 0, 20, -5, -15, -0.4
CC(C)CN(C(=O)c1ccc(S(=O)(=O)N2CCCC2)cc1)C1CCS(=O)(=O)C1 (centres undefined)
 : -3, 0, 4, 6, 3, -8, -7, -25, -8, 1, -0.3
Cc1cc(Oc2ccccc2)nc(SCC(=O)Nc2ccccc2)n1
 : 0, 1, 17, 9, 1, 7, 13, -13, 13, -7, 0.3
Cc1[nH]c2ccccc2c1C(=O)CSc1nc2ccccc2[nH]1
 : 2, 1, -227, -34, -9, -6, -71, -49, -9, -28, 2.3
O=C(Nc1ccc(C(=O)NCCCN2CCN(c3ccccc3)CC2)cc1)C1=CSCCO1
 : -13, 0, -6, 1, 6, 4, 4, 6, -1, 1, 0.3

Additional entries follow.
Values run as follows: KKLEB cytotox, NR2E3 ag-2, HIF-2a inh, TRPM1 prom inh, EBV LMP1 NFkB, TRAIL sens C8, Peg3 promoter, NR2E3 ag-1, Shn3 3UTR inh, CF NFkB inh, iPSC survival up
Cc1nnc(OCC(=O)NCCC2=CCCCC2)c2ccccc12
 : -3, 2, 18, 10, -1, -6, 17, -17, -6, 12, 2.3
CC1(C)Cc2c(sc3c2c(N)nc(=S)n3Cc2ccc(Br)cc2)CO1
 : -2, 1, 10, 2, -5, -7, -1, 1, -8, 11, -0.7
Cc1ccc(C(C#N)c2ccc3c(C(F)(F)F)cc(C(F)(F)F)nc3n2)cc1 (centres undefined)
 : -11, 2, 7, 21, 30, 35, 28, 7, 62, 27, -3.4
COc1ccc(NS(=O)(=O)c2ccc(NC(=S)NC(=O)C(C)C)cc2)cc1
 : 3, 0, 15, 8, -17, 4, 27, 20, 30, -13, -5.1
O=C(c1cc2nc(-c3ccco3)cc(C(F)(F)F)n2n1)N1CCN(c2ccc(F)cc2)CC1
 : 9, -2, 1, 2, -9, -3, 22, 13, -30, 5, 0.4
O=C(CN1CC(=O)Oc2ccccc21)NCc1ccco1
 : -10, -2, 11, 15, -2, -1, 21, -10, -1, 17, 0.6
c1ccc(C(Cc2nc(-c3ccncc3)no2)c2ccccc2)cc1
 : 16, -2, -7, 24, 3, 21, 15, 64, 75, -9, 1.9
COc1ccc(C(=O)OCC(=O)NCCN2C(=O)CSC2=O)cc1[N+](=O)[O-]
 : -11, ., -5, 1, 0, 1, 26, -1, -2, 14, -0.4
Ic1ccc(N2CCN(Cc3c[nH]c4ncccc34)CC2)cc1
 : 3, 2, -11, 4, 7, -3, 13, 29, 16, -1, -0.9
Cc1ccc(C)c(NC(=O)c2cc(-c3cc(C)ccc3O)n[nH]2)c1
 : 4, 3, -369, -108, -13, 13, -282, -105, -63, 3, -0.5
C/C(CC(=O)Nc1ccc(C)c(Cl)c1)=N\NC(=O)Cc1ccccc1
 : -6, -1, -15, -13, 2, 3, -27, 3, 7, 1, -0.1
CCOc1cc(/C=C\[N+](=O)[O-])ccc1OCC(=O)N1CCOCC1
 : 10, 1, 83*, 94*, 14, 21, 78*, -32, -5, -24, 8.3
COc1ccc(CN2CCN(C(=O)c3cccc(OC)c3OC)CC2)cc1OC
 : 2, -3, 11, -2, -4, 3, -4, 14, 14, -1, -0.6
Cc1ccc(SCC(=O)Nc2cccc(-c3nnc(-c4ccco4)o3)c2)cc1
 : 9, -2, -138, -64, -13, 1, -201, -145, -11, -11, 0.2
